# Screening data deposited in PubChem BioAssay by National Center for Advancing Translational Sciences (NCATS).
# KCNH2 WT inh – inhibitors of human wildtype KCNH2 potassium channel. Q12809. U2OS, BacMam KCNH2, thallium flux FluxOr; hits give low values. activity change, % at 1.84 µM. hit rate 0.37% among 340,000. AID 720551;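 active = maximum activity change below -70%; inconclusive = maximum activity change between -70% and -50%; inactive = maximum activity change above -50%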; also: % is scaled to controls: 0 for no effect and ±100 for the full control effect
#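 U2OS cells were transduced with wild-type KCNH2 virus (2.03 x 10^8 / mL) for 4 h at room temperature, then cultured overnight at 37 C. Thallium flux was read with FluxOr dye. Rate constants were normalized to DMSO controls.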
# Tb PFK block – blocks T. brucei phosphofructokinase | hit rate 0.17% among 330,000 | Potency, µM (highest dose often 57.5 µM), without a hit: top-dose activity, negative = inhibition, actives largely listed as inhibitors | T. brucei PFK, ADP-Glo luminescence;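 also: potency is read from the fitted curve at half-maximal effect; 0% = uninhibited 1x PFK enzyme wells and -100% = no-enzyme wells; nearly all actives have a fitted effect of over 60% in size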
#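 1.25 nM PFK with 0.5 mM F6P and 0.1 mM ATP in 0.1 M TEA pH 8.0, 5 mM MgCl2, incubated 45 min at room temperature; ADP measured by ADP-Glo luminescence; compounds titrated up to 57 uM.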
# TCR act – activates T cell receptor signaling; primary human leukocytes, anti-CD3, IL-2 HTRF, 48 h; Potency, µM (titrated, usually from 9.22 µM), for the others: top-dose activation of IL-2 secretion, hits mostly activators; 330,000 tested, under 10 active; also: % of control where 0% means no effect
#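 Primary human leukocytes incubated 48 hr with anti-CD3 beads plus compound, without co-stimulation. Secreted IL-2 measured by HTRF (europium cryptate/d2 anti-IL-2 pair, 320 nm excitation, 665 nm emission).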
# TSHR antagonist – antagonists of human thyroid stimulating hormone receptor | P16473 | TSHR-expressing cells, TSH-stimulated cAMP HTRF, 2 h; hits give low values | activity change, negative = inhibition, % at 11.5 µM | hit rate 0.2% among 330,000 | AID 504810;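 active = activity change below a set negative limit, meaning inhibition stronger than a set level, cut at about -70% in these data; inconclusive = activity change between two set negative limits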; also: % is scaled to controls: 0 for no effect and ±100 for the full control effect
# Target sequence (P16473 whole entry, looked up): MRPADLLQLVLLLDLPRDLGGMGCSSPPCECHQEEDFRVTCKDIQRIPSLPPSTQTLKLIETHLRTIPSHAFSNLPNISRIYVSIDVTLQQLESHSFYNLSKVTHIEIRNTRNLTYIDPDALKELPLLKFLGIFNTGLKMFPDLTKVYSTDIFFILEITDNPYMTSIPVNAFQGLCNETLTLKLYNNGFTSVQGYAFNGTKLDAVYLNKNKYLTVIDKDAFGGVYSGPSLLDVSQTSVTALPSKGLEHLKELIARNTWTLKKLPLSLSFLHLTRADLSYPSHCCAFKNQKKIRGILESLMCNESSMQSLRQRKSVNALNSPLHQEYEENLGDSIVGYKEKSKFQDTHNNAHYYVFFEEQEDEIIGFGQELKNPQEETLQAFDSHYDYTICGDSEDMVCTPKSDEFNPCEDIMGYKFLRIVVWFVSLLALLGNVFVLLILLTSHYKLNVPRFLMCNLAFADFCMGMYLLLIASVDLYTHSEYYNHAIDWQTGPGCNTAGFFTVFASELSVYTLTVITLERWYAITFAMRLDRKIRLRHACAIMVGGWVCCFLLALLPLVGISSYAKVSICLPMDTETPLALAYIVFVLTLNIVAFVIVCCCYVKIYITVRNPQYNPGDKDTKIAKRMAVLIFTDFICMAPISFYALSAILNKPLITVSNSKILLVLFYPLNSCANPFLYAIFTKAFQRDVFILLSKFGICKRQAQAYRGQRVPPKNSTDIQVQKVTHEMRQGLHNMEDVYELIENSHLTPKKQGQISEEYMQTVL
#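 Read-out is FRET at 665 nm (cryptate excitation 337 nm) from a cryptate-tagged anti-cAMP antibody, competed by cell cAMP against cAMP-d2. Compounds are tested on freshly harvested TSHR cells challenged with 4nM TSH (EC80) for 2 hours at 37 deg C.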
# GALK inh – galactokinase (human) inhibition; Purified GALK, Kinase-Glo residual ATP luminescence; AID 1868; Potency, µM (top dose mostly 57.5 µM), inactives show top-dose activity change, negative = inhibition, most hits filed as inhibitors; hit rate 0.007% among 270,000; P51570; also: potency is read from the fitted curve at half-maximal effect; % is scaled to controls: 0 for no effect and ±100 for the full control effect
#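 GALK at 5 nM final was combined with compound, 35 uM ATP and 100 uM galactose in HEPES pH8.0 with MgCl2 and DTT. The reaction ran one hour at room temperature before luminescent ATP detection.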
# MLL CXXC-DNA inh – MLL CXXC-DNA interaction inhibition. Q03164. MLL-CXXC / FITC-HOXA9 DNA fluorescence polarization. Potency, µM (doses to about 115 µM), inactives show at the highest dose activity change, negative = inhibition, actives largely listed as inhibitors. hit rate 0.037% among 290,000. AID 2662; active = well fitted inhibition curve with a large enough effect in the polarisation, with a control signal flat, not every such curve was filed as active; inconclusive = small, poorly fitted or top-dose-only effect, or effect the other way, or a change in a side signal; inactive = no such curve, though single readings can be large or run the other way; the % refers to the polarisation; also: potency is read from the fitted curve at half-maximal effect
#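 Fluorescence polarization: 7 uM MLL-CXXC (stock) preincubated 5 min with compounds, then 50 nM fluorescein-HOX-A9 DNA (stock) added; 30 min ambient. Buffer 50 mM Tris-HCl pH 7.5, 50 mM NaCl, 1 mM DTT, 0.05% BSA.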
# Chronic BCR inh – chronic active BCR signaling inhibition; ABC-DLBCL IkBa-CBG/CBR reporter, luminescence ratio, 4 h; Potency, µM (highest dose often 46.1 µM), for the others: at the top dose ratio change, negative = lower green/red ratio, actives largely listed as inhibitors; hit rate 0.05% among 340,000; AID 493014; active = well fitted inhibition curve with a large enough effect in the signal ratio, with a control signal flat, not every such curve was filed as active; inconclusive = small, poorly fitted or top-dose-only effect, or effect the other way, or a change in a side signal; the % refers to the signal ratio;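 also: potency is read from the fitted curve at half-maximal effect; plate controls were basal doxycycline-induced cells for no effect and cells given 10 µM MG132 for full effect; MG132 reads +100%, hits lower the ratio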
#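 Cell line TMD8 (human ABC DLBCL), stably expressing tet-inducible CBG68-IkBa fusion and CBR; IMDM/0.5% FBS; cpd up to 46 uM; dox induction, 4 h, 37C/5% CO2; dual luminescence; green/red ratio; MG132 control.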
# A-T KAP1 phos – potential ataxia-telangiectasia treatments restoring KAP-1 phosphorylation. hit rate 0.19% among 320,000. AID 485349. Potency, µM (doses to about 57.5 µM), inactives show top-dose activation, usual class: activators. […] A-T fibroblasts, KAP-1 phosphorylation AlphaLISA; neocarzinostatin DNA damage 30 min before lysis; also: potency is read from the fitted curve at half-maximal effect; % of control where 0% means no effect; nearly all actives have a fitted effect of over 45% in size
#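 ATM-like activity read as KAP-1 phosphorylation via AlphaLISA donor/acceptor antibody pairs after lysis and 6 hr at 25C. Cells were ATM-null patient fibroblasts ([…], hTERT), dosed 60 min, then exposed to the DSB inducer NCS for 30 min.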
# Giardia kill – kills Giardia lamblia; Giardia lamblia trophozoite viability; activity change, % at 7.66 µM, hits read low; hit rate 0.15% among 340,000; in the data active = activity change below about -80%; inconclusive = between about -30% and that limit;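 also: parasites exposed to compound for two days anaerobically before the ATP read; % is scaled to controls: 0 for no effect and ±100 for the full control effect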
#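 Each well holds 100 Giardia trophozoites and compound. After two days (48 hrs) at 37 deg C in anaerobic conditions, ATP is quantified by luminescence.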
# FBPA coupling cs – counter-screen for Giardia aldolase inhibitors: coupling enzyme system | coupling enzyme system counterscreen, AmpLite Red fluorescence | hit rate 0.67% among 290,000 | activity change, negative = inhibition, % at 58.2 µM, hits read low; in the data active = activity change below about -30%; also: % is scaled to controls: 0 for no effect and ±100 for the full control effect
#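 Counterscreen lacking aldolase: glyceraldehyde-3-phosphate coupling-enzyme reagent preincubated 10 min at RT with compound (at 57.5 uM final), then substrate/coupling system with AmpLite Red added; fluorescence read at 525/598 nm after 20 min RT.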
# An asterisk follows results filed as active; ? = inconclusive; · = not tested or not shown; [ ] = dose if it differs, or a comment. Unless noted, calls follow the shape of the dose curve; as a rule, active = well fitted curve in the direction sought with a large enough effect; inconclusive = small, poorly fitted or top-dose-only effect, or another doubt; inactive = no such curve, though single readings can be large; an effect the other way counts as inactive or inconclusive.
SMILES,KCNH2 WT inh,Tb PFK block,TCR act,TSHR antagonist,GALK inh,MLL CXXC-DNA inh,Chronic BCR inh,A-T KAP1 phos,Giardia kill,FBPA coupling cs
CCCC(=O)Nc1ccccc1-c1nnn(CC(=O)Nc2ccc(OCC)cc2)n1,-10.1,-7.9%,4.0%[46.1 µM],17.7,0.5%,3.3%,5.5%,9.7%,-6.4,-2.2
O=C(c1ccc(N2C(=O)C3CC=C(Cl)CC3C2=O)cc1)N1CCCCC1 (configuration not stated),-4.5,10.6%,3.4%,8.9,-4.7%,-2.4%,?,-2.9%,19.6,0.1
C/C(=N\NC(=O)CSc1nc2ccccc2[nH]1)c1ccncc1,-9.7,-2.6%,1.5%,2.3,4.8%,6.2%,2.9%,-5.6%,-8.7,-0.4
O=C(O)CC1SC(=O)N(CC(=O)c2ccccc2)C1=O (configuration not stated),0.6,1.5%,0.4%,14.4,1.9%,7.0%,-0.1%,3.3%,-14.4,2.0
COc1cccc(C(C(=O)NC2CCCC2)N(Cc2ccccc2OC)C(=O)c2ccco2)c1 (configuration not stated),0.1,0.9%,0.5%[46.1 µM],23.7,-0.5%,6.7%,?,-2.2%,9.6,4.3
Cc1cccc(OCCn2nc(C(=O)O)c3ccccc3c2=O)c1,1.5,-0.5%,-1.1%,-0.8,0.0%,16.6%,-0.3%,0.0%,8.2,-18.5
COc1ccc(Cl)cc1C(=O)OCC(=O)Nc1sccc1C(N)=O,-2.9,-2.6%,-3.7%[46.1 µM],3.2,·,·,-13.4%,2.3%,11.7,·
O=C(O)Cn1nc2c3c(cccc3c1=O)-c1ccccc1-2,·,16.0%,1.3%,2.8,-3.0%,2.4%,11.7%,-0.7%,1.6,2.5
CCC1CCc2sc(C(=O)NCC(c3ccccc3OC)N3CCCC3)cc2C1 (configuration not stated),39.7,-4.1%,-2.4%,9.7,·,·,-29.1%,10.4%,10.2,·
O=C(c1cc(-c2ccccc2Cl)nc2ccccc12)N1CCN(c2ccccc2O)CC1,-8.0,0.5%,0.5%,-5.3,·,·,-6.3%,·,0.6,·
CC1CCCN(CCCNC(=O)c2ccc(CS(=O)(=O)c3c(Cl)cccc3Cl)o2)C1 (configuration not stated),-5.9,2.0%,0.9%,7.1,1.9%,14.0%,-8.9%,-6.2%,-18.7,·
COc1cc2cc(C)nc(Cc3cccc4ccccc34)c2cc1OC,0.4,0.9%,2.9%,5.7,1.6%,3.6%,?,9.2%,-6.9,-3.9
N#Cc1c(Nc2ccccc2)sc(C(=O)c2ccc(F)cc2)c1N,5.3,-2.9%,4.7%[46.1 µM],18.4,1.6%,12.4%,-1.5%,-1.4%,14.5,-1.0
Cc1ccc(C2NC(=S)NC3=C2N2CCC3CC2)cc1 (configuration not stated),-1.3,-5.4%,-0.9%,-17.7,0.7%,0.3%,8.9%,-0.9%,-1.5,·
CCN1/C(=C2\C(=O)N(C)C(=S)N2C)C=Cc2cc(OC)ccc21,-17.9,0.0%,2.7%[46.1 µM],-12.4,6.2%,?,?,1.0%,10.5,-2.2
O=C(c1cccc(S(=O)(=O)Nc2ccccc2Cl)c1)N1CCN(c2ccccc2O)CC1,2.8,-8.3%,-9.0%,-6.8,·,·,10.3%,0.8%,7.1,·
CCOc1ccc2[nH]cc(C(=O)NCc3ccccc3)c(=O)c2c1,3.9,-2.8%,-3.5%,1.2,9.2%,0.9%,?,1.4%,31.5[activator],-2.1
CCOC(=O)c1ccc(NC(=S)NCCC2=CCCCC2)cc1,-13.2,-3.0%,6.7%[46.1 µM],-5.5,-2.5%,-14.9%,?,-24.9%,18.2,0.9
Cc1nc(NC(=O)COc2ccccc2)sc1C(=O)Nc1cccc(Cl)c1,-7.2,-0.8%,12.5%,-7.1,-2.7%,24.8%,?,-1.8%,2.0,-0.8
Cc1ccc(Nc2nc(-c3cccnc3)cs2)cc1Cl,3.0,1.7%,-3.3%,0.4,-0.5%,-5.7%,?,-4.5%,3.1,-2.4
COc1ccc(-c2nnc(SCC(=O)Nc3sc4c(c3C#N)CCC4)n2CC2CCCO2)cc1 (configuration not stated),-9.0,0.3%,3.8%,-1.8,-3.5%,-4.8%,-2.1%,3.4%,-3.5,8.5
Cc1ccc(C(=O)Nc2nnc(-c3ccco3)o2)cc1C,-1.5,6.6%,1.0%[46.1 µM],5.0,1.3%,9.6%,?,6.1%,-3.3,2.1
S=C(NCCN1CCOCC1)Nc1ccc(-c2nc3ccccc3[nH]2)cc1,6.2,-2.1%,2.0%,-4.7,9.3%,-4.9%,?,0.8%,-8.8,1.3
COC(c1ccc(Cl)cc1)(c1ccc(Cl)cc1)C(Oc1nc(C)cc(C)n1)C(=O)O (configuration not stated),-8.6,3.1%,1.5%,-2.1,·,2.6%,?,-9.9%,28.3,1.7
O=C(/C=C/c1ccccc1)N1CCN(c2ccc([N+](=O)[O-])c(N3CCOCC3)c2)CC1,20.4,3.3%,1.0%,-11.9,2.8%,1.9%,9.4%,-11.6%,-0.9,0.3
Cc1ccc(C(=O)N2CCN(S(=O)(=O)N3CCOCC3)CC2)cc1,-3.9,-3.1%,-4.6%,2.9,-0.1%,-5.7%,0.5%,-3.8%,7.8,3.4
CCCn1c(N)c(N(CCOC)C(=O)CSc2cc(C)c3cccc(C)c3n2)c(=O)[nH]c1=O,-1.2,-6.7%,-0.1%,8.8,·,·,-7.3%,0.7%,8.2,·
O=C(O)c1cccc(NS(=O)(=O)/C=C/c2ccccc2)c1,1.1,0.2%,0.8%,-8.6,-0.1%,-3.5%,3.5%,-0.2%,-1.0,10.2
C/C=C(\C)C(=O)NCCN1C2=NC[C@@H](C)N2C[C@H]1Cc1ccc(O)cc1,8.3,3.5%,6.5%,8.9,-3.0%,-13.3%,-13.2%,9.4%,13.1,-2.3
COc1ccc2c(c1)c(C(=O)N/N=C/c1cccc(Br)c1)c(C)n2C,4.1,4.2%,1.3%,-9.7,-0.6%,-2.1%,6.0%,-3.5%,-21.4,-44.8*
O=C1CN(c2ccc(Cl)cc2)C(=O)CN1NC(=S)Nc1ccc(Cl)cc1,0.8,-2.3%[0.46 µM],-4.4%,1.7,2.6%,-14.1%,-10.5%,4.5%,-8.5,-0.2
CCC(C)NC(=O)[C@H]1N2C(=O)c3ccccc3C2SC1(C)C (some centres not stated),2.9,21.1%,-99.6%,14.5,-0.6%,42.5%[activator],4.3%,17.6%,5.7,0.6
Cc1nn(C(=O)CCCC(=O)NCc2ccccc2)c2ccccc12,35.9,0.4%,-7.5%,5.2,-0.3%,5.5%,-4.7%,7.0%,7.8,·
O=C(NCCO)N1c2ccccc2Sc2ccccc21,5.6,2.6%,·,-0.5,1.0%,-7.1%,-2.4%,3.3%,-12.4,-1.3
Cc1ccccc1OCCSc1nc2ccccc2n1CCC(=O)O,-10.4,1.0%,-3.9%,-10.8,0.6%,?,0.3%,2.7%,7.5,-1.5
CCOc1ccc(NC(=O)[C@@H](NC(=O)c2ccccc2)[C@@H](C)CC)cc1,4.9,-4.5%,-2.0%,6.8,-1.3%,1.2%,-3.1%,·,1.7,0.7
C/C(=N\Nc1nc(-c2ccccc2O)nc2ccccc12)c1ccccc1,-11.8,-8.2%,-0.6%,-9.5,2.3%,16.2%,?,3.4%,-19.6,1.1
COc1ccc(-c2ccc(NC(=O)c3ccc(Br)o3)cc2)nn1,-3.7,-7.2%,4.9%,11.3,·,·,14.7%,-6.4%,-26.0,·
COc1ccc(NC(=O)c2cnc(SCC(=O)NCCc3ccccc3)n(C)c2=O)cc1,-2.0,-8.3%,2.6%,3.6,·,·,-9.4%,6.6%,-0.7,·
NC(=O)CC(NC(=O)Cc1cccc2ccccc12)c1ccc(N2CCN(c3ccc(F)cc3)CC2)c([N+](=O)[O-])c1 (configuration not stated),0.6,8.3%,7.0%,-4.4,-4.1%,18.0%,5.1%,-36.4%,?,2.3
FC(F)(F)c1cccc(NC(=S)N(CCCN2CCCC2)Cc2cccn2Cc2ccc(Cl)cc2)c1,-6.5,-10.8%,-0.7%,-8.7,-1.2%,-0.3%,-9.5%,2.2%,-15.6,0.6
COc1ccc(NC(=O)CCNS(=O)(=O)c2ccc3c(c2)CC(C)N3C(=O)C2CC2)cc1 (configuration not stated),1.4,-6.4%,0.0%,-11.6,-2.3%,5.4%,11.1%,3.6%,7.6,3.7
CCOC(=O)c1ccc(-n2ccnc2)c(NC(=O)c2ccc(Cl)cc2)c1,11.1,-6.6%,-4.7%[46.1 µM],-4.7,2.7%,11.9%,-0.5%,1.9%,11.3,3.0

# Compounds were not picked by outcome; overall some 1.6% were active at least once.
